Screens as filed in PubChem.
LYPLA1 counter: LYPLA1 (human) inhibition in PME1 counter-screen; O75608; recombinant LYPLA1, FP-Rh probe fluorescence polarization; inhibition, % at 5.9 µM; actives 0.16% (n = 320,000); AID 2174;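 active = inhibition above the mean of all tested compounds plus 3 SD, set per campaign, cut at about 14% in these data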;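 note: inhibitors block serine hydrolase probe labeling of LYPLA1 so polarization falls; 0% = enzyme with DMSO and 100% = wells lacking LYPLA1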
LYPLA2 counter: counter-screen for PME1 inhibitors: inhibitors of human LYPLA2; recombinant LYPLA2, FP-Rh probe fluorescence polarization; O95372; inhibition, % at 5.9 µM; actives 0.38% (n = 320,000); AID 2177;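 active = inhibition above the screen-wide mean plus 3 SD, limit set per campaign, cut at about 26% in these data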;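 note: 0% = LYPLA2 with DMSO and 100% = wells lacking LYPLA2 enzyme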
Target sequence (O95372 whole entry, looked up): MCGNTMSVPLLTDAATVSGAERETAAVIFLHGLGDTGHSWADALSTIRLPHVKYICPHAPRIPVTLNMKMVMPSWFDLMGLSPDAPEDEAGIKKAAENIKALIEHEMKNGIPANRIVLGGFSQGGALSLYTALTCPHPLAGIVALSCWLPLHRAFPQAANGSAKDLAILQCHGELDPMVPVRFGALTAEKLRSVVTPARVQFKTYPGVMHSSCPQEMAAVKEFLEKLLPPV
EBNA-1 inhibitor: blocks EBNA-1 binding to DNA. EBNA-1 DNA binding, fluorescence polarization. inhibition, % at 14.8 µM. actives 0.34% (n = 300,000). AID 1950; in the data active = inhibition above about 28%
PAFAH1B3 FP inh: PAFAH1B3 (human) inhibition; Q15102; recombinant PAFAH1B3, FP-rhodamine probe, fluorescence polarization; inhibition, % at 3.39 µM; actives 0.28% (n = 340,000);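 active = inhibition above the screen-wide average of all tested compounds plus 3 SD, cut at about 25% in these data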;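 note: 0% = enzyme with DMSO only and 100% = wells lacking PAFAH1B3 protein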
GSTO1 counter: blocks human GSTO1 in RBBP9 counter-screen; recombinant GSTO1, activity-based probe fluorescence polarization; inhibition, % at 5.96 µM; actives 1.1% (n = 300,000);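 active = inhibition above the campaign mean inhibition plus 3 SD, cut at about 35% in these data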;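 note: 0% = GSTO1-1 with DMSO and 100% = wells lacking GSTO1-1 enzyme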
PAFAH2 FP inh: inhibitors of human PAFAH2 | actives 0.99% (n = 340,000) | inhibition, % at 3.39 µM | Q99487 | recombinant PAFAH2, FP-rhodamine activity probe, fluorescence polarization;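 active = inhibition above the mean over all tested compounds plus 3 SD, cut at about 30% in these data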;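 note: inhibitors block probe labeling of enzyme so polarization drops; 0% = enzyme with DMSO and 100% = wells lacking PAFAH2 protein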
PAD4 FP inh: blocks human protein arginine deiminase 4. Q9UM07. recombinant PAD4, RCA probe fluorescence polarization. inhibition, % at 6.36 µM. actives 0.41% (n = 330,000). AID 485272;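 active = percent inhibition above a cutoff equal to the mean of all tested compounds plus 3 SD, cut at about 15% in these data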;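 note: 0% = PAD4 with RCA probe and DMSO and 100% = probe without PAD4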
Target sequence (Q9UM07 whole entry, looked up): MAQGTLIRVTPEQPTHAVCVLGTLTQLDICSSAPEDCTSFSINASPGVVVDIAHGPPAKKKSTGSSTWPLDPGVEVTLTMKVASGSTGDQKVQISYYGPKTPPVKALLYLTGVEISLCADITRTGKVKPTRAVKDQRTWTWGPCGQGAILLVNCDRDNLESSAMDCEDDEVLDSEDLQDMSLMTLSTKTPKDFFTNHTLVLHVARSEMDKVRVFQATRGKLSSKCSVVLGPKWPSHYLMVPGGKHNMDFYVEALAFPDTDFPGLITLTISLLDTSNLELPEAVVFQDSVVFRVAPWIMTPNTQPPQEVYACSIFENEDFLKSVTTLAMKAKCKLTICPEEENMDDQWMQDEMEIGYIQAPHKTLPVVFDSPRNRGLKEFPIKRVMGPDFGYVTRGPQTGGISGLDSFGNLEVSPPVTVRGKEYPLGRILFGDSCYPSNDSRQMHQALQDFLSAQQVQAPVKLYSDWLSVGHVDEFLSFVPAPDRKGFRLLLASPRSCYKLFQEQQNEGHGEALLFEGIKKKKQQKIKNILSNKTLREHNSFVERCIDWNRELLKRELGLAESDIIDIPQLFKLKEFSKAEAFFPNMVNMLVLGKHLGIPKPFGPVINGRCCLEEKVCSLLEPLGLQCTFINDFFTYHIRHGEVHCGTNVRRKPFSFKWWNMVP
ZTA counter: blocks Epstein-Barr virus ZTA, an EBNA-1 counter-screen; P03206; ZTA-DNA binding, fluorescence polarization; inhibition, % at 11 µM; actives 0.15% (n = 320,000); in the data active = inhibition above about 33%
PREPL inh: inhibits the human prolyl oligopeptidase-like enzyme | AID 2751 | recombinant PREPL, fluorescence polarization activity-based probe | inhibition, % at 5.96 µM | actives 0.68% (n = 320,000); in the data active = inhibition above about 43%;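 note: 0% = enzyme with DMSO and 100% = wells lacking enzyme; many of its hits are not listed in these tables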
An asterisk follows results filed as active; / = no result given.

SMILES	LYPLA1 counter	LYPLA2 counter	EBNA-1 inhibitor	PAFAH1B3 FP inh	GSTO1 counter	PAFAH2 FP inh	PAD4 FP inh	ZTA counter	PREPL inh
O=C(CCc1ccccc1)NC1CCCc2ccccc21 (stereo not drawn)	5	3	9	6	1	0	0	10	5
Cc1ccnc(NC(c2ccsc2)c2ccc3ccc(C)nc3c2O)c1 (stereo not drawn)	-2	-3	0	10	-11	-4	1	7	2
Cc1csc(=O)n1CC(=O)OCC(=O)c1c(N)n(CC(C)C)c(=O)n(C)c1=O	-3	2	2	3	8	2	-7	1	-1
Cc1ccc(S(=O)(=O)NC(C(=O)Oc2ccc3ccc(=O)oc3c2)c2ccccc2)cc1 (stereo not drawn)	0	8	-1	6	-2	4	-1	-11	0
CSCCC(NC(=O)c1ccccc1Br)C(=O)NNC(=O)c1csc(N2CCOCC2)n1 (stereo not drawn)	3	4	-5	2	1	3	-5	6	-5
COc1ccc(-c2ncncc2-c2ccccc2)c(O)c1	-1	1	-3	7	-2	1	3	-1	2
CCN(CC)C(=O)Cn1c(=O)n(CC(=O)N2CCCCC2)c(=O)c2sccc21	3	3	-7	9	4	2	-1	0	8
C=CCC1CCCCC12NC(=O)NC2=O (stereo not drawn)	-1	-3	-11	9	0	-6	1	-9	2
Cc1ccc(C(=O)c2cc([N+](=O)[O-])ccc2N2CCOCC2)c(C)c1	0	5	-5	8	-1	6	-46	0	14
COc1ccc(C)cc1S(=O)(=O)NCCN1CCOCC1	0	11	5	8	1	2	7	-9	3
COc1ccc(/C(C)=N/NC(=O)CNC(=O)c2ccncc2)c(OC)c1	5	4	-15	9	0	-1	1	2	8
S=C(Nc1ccccc1)N1CCCCCCC1	4	-1	5	8	3	6	6	1	-1
S=C(NCCc1ccc(Cl)cc1)NCc1ccco1	-1	-1	9	3	0	1	-1	-6	5
CCOc1ccc(C(=S)N2CCCC2)cc1	4	4	6	1	3	-2	2	-15	-6
O=C(Nc1ccc(N2CCCCC2)cc1)c1ccccc1	1	3	-6	0	-2	-3	-7	-2	-6
COc1ccc(CN2CCN(C(=O)c3cccc(OC)c3OC)CC2)cc1OC	0	5	-9	2	-10	-3	2	7	12
CCOC(=O)c1ccc2c(c1)nc(C1CCN(S(=O)(=O)c3cccs3)CC1)n2CC	0	0	0	3	-7	6	-2	2	2
Cc1cc(F)ccc1S(=O)(=O)N1CCCOC1CNC(=O)C(=O)NCc1ccncc1 (stereo not drawn)	1	5	-1	16	-4	2	-1	-15	0
C/C(=N/NC(=O)CNC(=O)c1cccc(F)c1)c1ccc2c(c1)CCCC2	-1	-3	-2	-4	12	2	-1	-3	8
CC(C)c1cc(N=NC(N)=O)cc(C(C)C)c1O	-2	1	-15	-2	4	1	-1	-4	6
CN1CCc2c(sc(NC(=O)c3ccco3)c2C(N)=O)C1	-1	-5	3	-9	-1	-5	1	-2	9
O=C(COC(=O)CCNS(=O)(=O)c1ccccc1F)Nc1nnc(-c2ccccc2)o1	0	17	-2	11	10	10	1	0	-3
CCOC(=O)c1ccc(Nc2ccc([N+](=O)[O-])cn2)cc1	2	3	0	-5	-4	-5	0	0	1
Nc1nonc1-c1nc2ccccc2n1Cc1ccccc1	-6	-2	6	8	0	-1	-7	-15	-8
COc1cc(OC)cc(C(=O)NCc2ccc3c(c2)cc(C)n3C)c1	0	-8	6	0	-6	9	5	19	19
COc1ccc(S(=O)(=O)Nc2cccc(NC(C)=O)c2)cc1	-4	5	2	-3	-6	-5	-1	-5	11
CCCc1cc(=O)oc2c(C)c(O)c(CN3CCCCC3)cc12	-2	13	2	1	-1	0	-3	-6	11
CC1(C)Cc2c(sc(NC(=O)Cc3ccccc3)c2C#N)CO1	5	4	16	3	2	-6	-1	8	12
CCc1cccc(NC(=S)N(CCOC)C2CCN(C(C)=O)CC2)c1	2	8	5	11	1	9	5	5	-2
CC(=O)Nc1cc(C(=O)NCCN2CCN(Cc3ccccc3)CC2)ccc1Sc1ccc(C)cc1	3	5	0	-1	0	1	1	-5	3

Individual results from the list.
EBNA-1 inhibitor with `CCOC(=O)c1ccc(Nc2ccc([N+](=O)[O-])cn2)cc1` : 0
PAFAH1B3 FP inh with `CN1CCc2c(sc(NC(=O)c3ccco3)c2C(N)=O)C1` : -9

Another view of some results above.
Values in the order – LYPLA1 counter | LYPLA2 counter | EBNA-1 inhibitor | PAFAH1B3 FP inh | GSTO1 counter | PAFAH2 FP inh | PAD4 FP inh | ZTA counter | PREPL inh
O=C(CCc1ccccc1)NC1CCCc2ccccc21 (stereo not drawn)
  5 | 3 | 9 | 6 | 1 | 0 | 0 | 10 | 5
Cc1ccnc(NC(c2ccsc2)c2ccc3ccc(C)nc3c2O)c1 (stereo not drawn)
  -2 | -3 | 0 | 10 | -11 | -4 | 1 | 7 | 2
Cc1csc(=O)n1CC(=O)OCC(=O)c1c(N)n(CC(C)C)c(=O)n(C)c1=O
  -3 | 2 | 2 | 3 | 8 | 2 | -7 | 1 | -1
Cc1ccc(S(=O)(=O)NC(C(=O)Oc2ccc3ccc(=O)oc3c2)c2ccccc2)cc1 (stereo not drawn)
  0 | 8 | -1 | 6 | -2 | 4 | -1 | -11 | 0
CSCCC(NC(=O)c1ccccc1Br)C(=O)NNC(=O)c1csc(N2CCOCC2)n1 (stereo not drawn)
  3 | 4 | -5 | 2 | 1 | 3 | -5 | 6 | -5
COc1ccc(-c2ncncc2-c2ccccc2)c(O)c1
  -1 | 1 | -3 | 7 | -2 | 1 | 3 | -1 | 2
CCN(CC)C(=O)Cn1c(=O)n(CC(=O)N2CCCCC2)c(=O)c2sccc21
  3 | 3 | -7 | 9 | 4 | 2 | -1 | 0 | 8
C=CCC1CCCCC12NC(=O)NC2=O (stereo not drawn)
  -1 | -3 | -11 | 9 | 0 | -6 | 1 | -9 | 2
Cc1ccc(C(=O)c2cc([N+](=O)[O-])ccc2N2CCOCC2)c(C)c1
  0 | 5 | -5 | 8 | -1 | 6 | -46 | 0 | 14
COc1ccc(C)cc1S(=O)(=O)NCCN1CCOCC1
  0 | 11 | 5 | 8 | 1 | 2 | 7 | -9 | 3
COc1ccc(/C(C)=N/NC(=O)CNC(=O)c2ccncc2)c(OC)c1
  5 | 4 | -15 | 9 | 0 | -1 | 1 | 2 | 8
S=C(Nc1ccccc1)N1CCCCCCC1
  4 | -1 | 5 | 8 | 3 | 6 | 6 | 1 | -1
S=C(NCCc1ccc(Cl)cc1)NCc1ccco1
  -1 | -1 | 9 | 3 | 0 | 1 | -1 | -6 | 5
CCOc1ccc(C(=S)N2CCCC2)cc1
  4 | 4 | 6 | 1 | 3 | -2 | 2 | -15 | -6
O=C(Nc1ccc(N2CCCCC2)cc1)c1ccccc1
  1 | 3 | -6 | 0 | -2 | -3 | -7 | -2 | -6
COc1ccc(CN2CCN(C(=O)c3cccc(OC)c3OC)CC2)cc1OC
  0 | 5 | -9 | 2 | -10 | -3 | 2 | 7 | 12
CCOC(=O)c1ccc2c(c1)nc(C1CCN(S(=O)(=O)c3cccs3)CC1)n2CC
  0 | 0 | 0 | 3 | -7 | 6 | -2 | 2 | 2
Cc1cc(F)ccc1S(=O)(=O)N1CCCOC1CNC(=O)C(=O)NCc1ccncc1 (stereo not drawn)
  1 | 5 | -1 | 16 | -4 | 2 | -1 | -15 | 0

Further records:
SMILES	LYPLA1 counter	LYPLA2 counter	EBNA-1 inhibitor	PAFAH1B3 FP inh	GSTO1 counter	PAFAH2 FP inh	PAD4 FP inh	ZTA counter	PREPL inh
CC(=O)Nc1cc2c(cc1NC(=O)Cn1nc(-c3ccc(F)cc3)ccc1=O)OCCO2	1	2	4	5	5	0	1	7	-1
Cc1ccc(C(C(=O)NCC2CCCO2)N(Cc2ccccc2F)C(=O)Cn2nnc(-c3cccs3)n2)cc1 (stereo not drawn)	-1	-6	37*	2	-2	-9	-4	-10	-13
COc1cc(Sc2ccc(C)cc2)c(OC)cc1N	1	5	3	10	47*	1	-19	9	47*
COc1ccccc1CC(=O)NNS(=O)(=O)c1ccccc1[N+](=O)[O-]	-2	1	-2	11	5	-5	-5	-8	-7
C=CCN(c1ccccc1)S(=O)(=O)c1cccc(C(=O)Oc2ccc3c(C)cc(=O)oc3c2)c1	-5	-9	1	0	4	-11	2	-11	-8
Cc1cccc(C)c1NC(=S)N(C)CCc1ccccn1	-7	2	-3	0	5	-6	1	-5	14
Cc1cccc(NC(=O)Nc2cnccn2)c1C	1	3	11	4	11	1	4	3	-8
NC(=O)c1ccc(NC(=O)C2CCCO2)cc1 (stereo not drawn)	0	2	4	-2	1	-5	2	1	18
CCCC(=O)C1=C(O)C(c2cccc(Oc3ccccc3)c2)CCC1=O (stereo not drawn)	-3	-4	-10	1	5	-9	-4	-21	-1
O=C(COc1ccc(Br)cc1)N1CCOCC1	0	3	-12	1	0	7	-6	-10	-2
O=C(NCc1ccccn1)/C(=N/O)c1ccccc1	-1	0	4	8	-9	3	-2	12	1
O=C(CN(Cc1ccccc1Cl)C(=O)c1csnn1)NCCc1ccccc1	-1	-2	-10	1	0	0	-3	-4	8
Cc1nccn1CCc1nc(N)nc(N)n1	-1	-1	0	6	-3	-4	-1	13	12
Cc1nn(C)c(C)c1CCC(=O)N1CCCC(N2CCN(c3ccc(F)cc3)CC2)C1 (stereo not drawn)	3	4	9	-3	6	1	2	-3	9
O=C(CC(=O)N/N=C/c1ccc(F)cc1)N/N=C/c1ccc(F)cc1	2	7	-11	-4	2	-1	-5	-20	5
COc1ccc(S(N)(=O)=O)cc1C(=O)OCCCOc1ccc(F)cc1	2	12	4	0	-6	6	6	-2	9
O=C(Cn1cnc2scc(-c3ccc(F)cc3)c2c1=O)N1CCOCC1	-1	3	-10	-1	-9	4	0	13	16
CC/C(=N/Nc1cccc(Cl)c1)c1cnnc(SC)n1	0	5	-2	2	-1	-2	3	9	-2
CCOC(=O)C(C(=O)c1ccccc1)C1CC(C)NC(=S)N1 (stereo not drawn)	3	3	18	4	11	2	2	4	13
CCCCn1nc(C(=O)OCC(=O)Nc2sccc2C(N)=O)c2ccccc2c1=O	-3	1	-5	1	12	9	-3	-1	-5
CCOc1ccc(CNC(=O)CN2C(=O)C(c3ccccc3)Oc3cccnc32)cc1 (stereo not drawn)	0	-5	-4	3	-6	-4	-1	-16	1
O=C(Cn1cc(S(=O)(=O)N2CCCC2)c(S(=O)(=O)N2CCCC2)c1)NCc1ccco1	-1	-1	-3	8	-2	2	-4	8	2
CCCCCC(=O)NC(Nc1ccc(S(N)(=O)=O)cc1)C(Cl)(Cl)Cl (stereo not drawn)	-1	2	12	-2	7	-1	1	9	5
Nc1ccc2c(c1)CC(=O)c1ccccc1S2	-2	-3	3	8	-1	-2	-1	-6	7
O=C1NCCN(Cc2cccc(Oc3ccccc3)c2)C1CC(=O)N1CCCCC1 (stereo not drawn)	0	-4	-2	7	3	9	-6	18	7
COc1ccc(/C=C/C(=O)NCc2ccc(F)cc2)cc1S(=O)(=O)N1CCOCC1	3	6	1	2	6	1	1	-5	-11
O=[N+]([O-])c1ccc(N2CCN(c3ccccc3O)CC2)cc1	8	1	2	-1	4	-5	-2	4	20
C=CC[C@@H](CC(=O)N(CCO)Cc1ccccc1)C(=O)N[C@H](COC(=O)[C@@H](CC=C)CC(=O)OC(C)(C)C)C(C)(C)C	/	/	/	-2	/	-2	-4	/	13
Cc1cc(C=O)c(C)n1-c1ccc(N2CCCCC2)c([N+](=O)[O-])c1	3	6	13	5	-3	5	-5	7	24
CCOC(=O)N1CCC(NCCNC(=O)c2ccc(Cl)cc2)CC1	-2	-3	7	1	3	19	-5	12	4
O=C(COC(=O)/C=C/c1cc(Br)ccc1F)NC1CC1	/	/	/	-3	/	5	-1	/	11
CCCCn1c(=NC(=O)c2ccco2)c(C(=O)OCC)cc2c(=O)n3cccc(C)c3nc21	2	5	2	4	-3	-4	-4	-6	23
O=[N+]([O-])c1nn(-c2ccccc2)[n+]([O-])c1N1CCN(c2ccccc2)CC1	2	1	6	4	4	1	0	6	8

Some of the compounds tested; rates above refer to the full screens.
